Screening data: PubChem BioAssay, several laboratories
EphB4 ephrin blk: blocks human EphB4 binding to ephrin-B2. P54760. EphB4 LBD / TNYL-RAW-Alexa532 peptide, fluorescence polarization. inhibition, % at 7 µM. hit rate 0.15% among 97,000. AID 720;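 active = inhibition above the screen-wide mean inhibition plus 3 SD, cut at about 15% in these data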;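 note: 0% = DMSO wells and 100% = excess unlabeled TNYL-RAW peptide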
LYP act: activators of human LYP (PTPN22) phosphatase; Q9Y2R2; activation, % at 2 µM; hit rate 0.11% among 96,000; recombinant LYP, DiFMUP fluorescence; 0 = plate median, 100 = signal doubled; AID 697;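 active = activation at 2 µM above a set limit, the mean plus 5 SD, cut at about 37% in these data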
PostGolgi yeast: growth inhibition of a yeast mutant, post-Golgi transport screen; post-Golgi transport phenotypic cell assay; inhibition, % at 10 µM; hit rate 0.9% among 98,000;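 note: yeast cells grown in 1536-well plates; yeast grown about 18 h at 30C before absorbance read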
FAK blocker: FAK (human) kinase inhibition. hit rate 0.84% among 97,000. Q05397. inhibition, %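 (tested at 7 µM)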. biochemical FAK kinase activity assay; in the data active = inhibition above about 19%;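 note: 0% = DMSO and 100% = reference compound high control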
PostGolgi ctrl: growth of the yeast control strain, post-Golgi counter-screen. inhibition, % at 10 µM. efflux-deficient yeast background strain, growth absorbance A615, 16 h. hit rate 5% among 98,000. AID 738
S1P2 ag: agonists of human S1P2 receptor; AID 729; S1P2-expressing cell line, agonist reporter read-out; activation, % at 4.5 µM; hit rate 0.46% among 97,000; O95136; in the data active = activation above about 16%;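 note: 0% = vehicle low control and 100% = maximal reference agonist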
Target sequence (O95136 whole entry, looked up): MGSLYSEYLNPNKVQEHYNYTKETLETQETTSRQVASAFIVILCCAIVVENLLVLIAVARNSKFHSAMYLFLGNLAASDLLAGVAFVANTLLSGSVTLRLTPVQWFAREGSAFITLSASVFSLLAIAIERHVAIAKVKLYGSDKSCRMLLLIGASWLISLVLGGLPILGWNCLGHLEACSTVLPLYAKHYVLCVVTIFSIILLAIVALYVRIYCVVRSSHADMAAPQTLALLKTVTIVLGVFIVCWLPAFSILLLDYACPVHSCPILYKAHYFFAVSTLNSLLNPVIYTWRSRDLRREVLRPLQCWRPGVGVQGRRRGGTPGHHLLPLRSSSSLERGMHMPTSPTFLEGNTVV
PTPN22 inh 2: inhibitors of human LYP (PTPN22) phosphatase; recombinant LYP catalytic domain, DiFMUP fluorescence; inhibition, % at 2 µM; AID 640; Q9Y2R2; hit rate 0.21% among 96,000;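 active = inhibition at 2 µM at or above a set limit, the screen mean plus 3 SD, cut at about 24% in these data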;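 note: 0% = DMSO with enzyme and 100% = enzyme fully blocked by orthovanadate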
S1P2 blocker: antagonists of human S1P2 receptor; inhibition, % at 5 µM; cell-based S1P2 antagonist assay, inhibition at 5 uM; hit rate 0.21% among 97,000; O95136; in the data active = inhibition above about 45%;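 note: CRE beta-lactamase reporter cells expressing human S1P2 stimulated with S1P; 0% = agonist at EC80 alone and 100% = agonist plus reference antagonist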
HIV Rev-RRE inh: disrupts HIV-1 Rev binding to RRE RNA; inhibition, % at 8 µM; hit rate 0.79% among 97,000; Rev peptide-RRE RNA binding, FRET;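 active = inhibition above the screen-wide mean plus 3 SD, cut at about 35% in these data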;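 note: 0% = median DMSO wells and 100% = median Neomycin B control wells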
Target sequence (P05866 whole entry, looked up): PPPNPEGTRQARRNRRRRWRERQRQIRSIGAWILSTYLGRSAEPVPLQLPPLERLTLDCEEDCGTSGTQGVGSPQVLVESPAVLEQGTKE
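Test system: labelled RRE RNA duplex and labelled Rev peptide. Times: 5 min compound–RNA preincubation, then 15 min with peptide, 25 °C. Doses: single-dose 8 µM. Measured by: FRET, excitation 480 nm, emission 540 nm donor and 671 nm acceptor. Measure: % inhibition of FRET ratio versus controls.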
Active calls of the source: *; / = no result given. Cut-off read from the data, not from the text of the source, unless noted: active = inhibition above about 30%; inactive = the rest.

molecule,EphB4 ephrin blk,LYP act,PostGolgi yeast,FAK blocker,PostGolgi ctrl,S1P2 ag,PTPN22 inh 2,S1P2 blocker,HIV Rev-RRE inh
CCOC(=O)c1cc2c(ccn2-c2ccc(F)cc2)n1CC(=O)N1CCN(C(=O)c2ccco2)CC1,-6,-5,7,-5,9,-2,3,-78,-5
O=C(Nc1ccc(O)c(-c2nc3ccccc3o2)c1)C1(c2ccccc2)CCCC1,0,-4,2,-6,10,-8,7,2,14
CCOC(=O)Cn1c(=O)c2c(nc3n2CCCCN3c2ccc(C)cc2)n(C)c1=O,4,-9,2,0,5,-7,9,11,8
CC(=O)NCCOc1cccc(OCCNC(C)=O)c1,4,3,5,-4,5,-3,-6,-2,4
c1ccc(-c2nc3ccccc3c3nncn23)cc1,-6,2,-3,0,11,-2,-3,-10,-1
CN(C)C(C)(C)C#CCCCCC#CC(C)(C)N(C)C,9,-16,/,2,/,-4,12,10,0
CC(C)(C)n1nnnc1C(c1cccs1)N1CCCc2ccccc21 (stereo not drawn),6,-6,18,3,21,-8,6,0,12
CCS(=O)(=O)N1CCCC(C(=O)NCCc2ccccc2)C1 (stereo not drawn),-1,9,-2,1,1,-6,-10,5,9
CC(C)C(=O)Nc1nnc(Cc2ccccc2)s1,-1,-8,19,7,6,-8,8,15,0
COc1cc(NS(=O)(=O)c2ccc(NS(=O)(=O)c3ccccc3)cc2)nc(OC)n1,-7,-10,4,-4,4,1,9,-4,6
COc1ccc(-n2nc(C(=O)NCC(=O)NCc3ccco3)c3ccccc3c2=O)c(OC)c1,-2,7,-2,-2,-1,-2,-6,-1,12
N#C/C(=C1\CCCN1)c1ccc2ccccc2n1,-3,-5,-3,4,3,-6,1,18,10
CCCC(c1nnnn1C1CCCCC1)N1CCN(c2ncccn2)CC1 (stereo not drawn),-9,-7,1,0,37*,-3,4,18,1
Cc1cc(C)n(-c2nc3c(c(=O)[nH]c(=O)n3C)n2Cc2cccc(Br)c2)n1,-4,6,6,1,12,-5,-9,-20,1
COCC(C)NCc1ccc(C)cc1C (stereo not drawn),-3,-5,5,3,14,0,5,-4,2
O=C(NCCCNC1CCCCC1)c1ccc(/C=N/O)nc1,-7,0,5,-1,-2,-2,4,1,1
CCC(=O)N1CCN(C(=O)CC)C1c1ccccc1,-3,-4,10,0,-8,-9,2,-13,3
Cc1ccc(S(=O)(=O)Nc2ccc3ncccc3c2)cc1,3,-3,5,-12,13,-8,1,21,5
Nn1c(SCC(=O)N2CCOCC2)nnc1-c1ccco1,3,-5,-1,1,13,-8,8,10,11
FC(F)(F)c1nnc2sc(-c3ccccn3)nn12,3,-3,0,3,24,-3,2,14,10

Entries of single compounds as entered above. Values in the order: EphB4 ephrin blk	LYP act	PostGolgi yeast	FAK blocker	PostGolgi ctrl	S1P2 ag	PTPN22 inh 2	S1P2 blocker	HIV Rev-RRE inh
Record of Nn1c(SCC(=O)N2CCOCC2)nnc1-c1ccco1 → 3	-5	-1	1	13	-8	8	10	11
Record of CC(C)C(=O)Nc1nnc(Cc2ccccc2)s1 → -1	-8	19	7	6	-8	8	15	0
Record of COc1ccc(-n2nc(C(=O)NCC(=O)NCc3ccco3)c3ccccc3c2=O)c(OC)c1 → -2	7	-2	-2	-1	-2	-6	-1	12
Record of FC(F)(F)c1nnc2sc(-c3ccccn3)nn12 → 3	-3	0	3	24	-3	2	14	10

A stretch of the results above:
molecule,EphB4 ephrin blk,LYP act,PostGolgi yeast,FAK blocker,PostGolgi ctrl,S1P2 ag,PTPN22 inh 2,S1P2 blocker,HIV Rev-RRE inh
Nn1c(SCC(=O)N2CCOCC2)nnc1-c1ccco1,3,-5,-1,1,13,-8,8,10,11
FC(F)(F)c1nnc2sc(-c3ccccn3)nn12,3,-3,0,3,24,-3,2,14,10

Next records follow:
molecule,EphB4 ephrin blk,LYP act,PostGolgi yeast,FAK blocker,PostGolgi ctrl,S1P2 ag,PTPN22 inh 2,S1P2 blocker,HIV Rev-RRE inh
NC(=O)c1nsc(C(=O)N(CC(=O)NCc2ccc3c(c2)OCO3)C2CCCC2)c1N,0,-2,-2,4,12,-2,0,7,5
CCN(CC)C(=O)C1CCCN(C(=O)Nc2ccc(NC(=O)N3CCCC(C(=O)N(CC)CC)C3)cc2)C1 (stereo not drawn),1,6,-9,-2,3,-6,-3,9,1
O=C(CSc1ncnc2c1oc1ccccc12)NCc1ccco1,-4,-3,/,-16,/,-8,7,9,4
COC1CCCCC1Nc1ccc(C)c(C)c1 (stereo not drawn),6,1,/,0,/,-8,0,5,-2
CN(C)c1ccc(/C=C2/C(=O)N(c3ccc([N+](=O)[O-])cc3)N=C2N2CCOCC2)cc1,-7,-5,-1,12,7,-6,8,13,2
O=C(O)CCc1ccc(-c2ccc(Cl)cc2)n1CCC(=O)O,2,-4,-25,-4,1,-4,1,-1,8
Cc1cc(NC(=O)c2cccc(S(=O)(=O)N3CCCC3)c2)no1,0,-10,6,2,7,-3,10,-21,0
CCC(NC(=O)c1ccc([N+](=O)[O-])cc1[N+](=O)[O-])c1ccccc1 (stereo not drawn),-4,7,2,1,11,-4,-10,-17,2
Cc1ccc(S(=O)(=O)Cn2nnnc2C(C(C)C)N2CCSCC2)cc1 (stereo not drawn),1,-4,5,-7,2,-2,3,-11,5
CCc1sc(-c2c(C#N)c(N)nc3c2CCCCCC3)cc1[N+](=O)[O-],-1,30,2,2,11,-4,-24,-12,4
CC(C)Cn1c(N)c(C(=O)COC(=O)CC23CC4CC(CC(C4)C2)C3)c(=O)n(C)c1=O,1,-4,2,0,-6,-2,3,59*,9
Cc1ccc(S(=O)(=O)NC(=O)Nc2nnc(C3CC3)s2)cc1,-5,-5,-6,2,4,0,6,6,9
Cc1ccc(Cn2ccc(NC(=O)c3cc(-c4ccco4)on3)n2)cc1,-1,7,-7,1,9,2,-8,10,2
O=C(O)CC(NS(=O)(=O)c1ccc(Br)cc1)c1ccco1 (stereo not drawn),1,0,-6,2,2,-8,-3,34,10
COc1cc(CNCCO)cc(Br)c1OCc1cccs1,-7,-6,20,-3,4,-7,8,6,-12
CC1(C)CC(=O)N(CC(=O)O)c2ccccc2S1,2,-1,0,0,1,-3,-1,15,8
COc1ccc(/C=C2\CCOC2=O)cc1,6,-1,9,-2,15,-3,4,5,7
CN(CCO)C(=O)CCC(=O)Nc1ccc(S(N)(=O)=O)cc1,1,-6,1,-4,-5,-5,4,14,11
COC(=O)c1cnc2c(C(F)(F)F)cccc2c1OC,-7,8,3,1,3,-5,-5,-15,-1
COc1ccc(-c2nnc(SCC(=O)Nc3ccccc3OC)o2)cc1,11,-4,/,4,/,-2,6,8,12

molecule,EphB4 ephrin blk,LYP act,PostGolgi yeast,FAK blocker,PostGolgi ctrl,S1P2 ag,PTPN22 inh 2,S1P2 blocker,HIV Rev-RRE inh
CCOC(=O)Oc1ccc2c(=O)c(Oc3cc(C)cc(C)c3)coc2c1,-6,-3,-7,-8,16,-7,8,-5,8
NC(=O)C1(N2CCCCC2)CCN(C(=O)c2ccc(C#CC3(O)CCCCC3)cc2)CC1,-8,5,9,0,-2,-2,-2,-1,4
CCN(CC)CCCNc1nc2cc(OC)c(OC)cc2c2nc(-c3ccccc3)nn12,1,12,6,0,-1,3,-11,-23,10
Cc1c(-c2ccccc2)sc(N)c1C(=O)N1CCOCC1,1,0,18,-5,9,-4,-1,-5,-2
COc1ccc(N2C(=O)CSC2c2cccc(F)c2)c(OC)c1 (stereo not drawn),-3,6,1,-1,16,-2,-7,-21,-5
COC(=O)c1ccccc1NC(=O)C1CC=CCC1C(=O)O (stereo not drawn),-2,14,6,0,19,-3,-14,0,7
O=c1[nH]nc(Cc2ccc(Cl)cc2Cl)c2ccccc12,-3,12,18,5,47*,-3,-11,-25,10
CN1CCN(C(=O)C2CCC(CNS(=O)(=O)c3cccc4cccnc34)CC2)CC1 (stereo not drawn),8,3,-2,1,4,-5,-6,28,6
Nc1ccc(S(=O)(=O)NNC(=O)C(=O)NNc2ccccn2)cc1,2,10,-4,1,-1,-6,-5,-5,0
Nc1ccc(S(=O)(=O)N2CCCc3ccccc32)cc1,-1,-1,-2,-6,9,-3,-2,-4,5
CCOc1ccc(N(CC(=O)NCc2ccco2)S(C)(=O)=O)cc1,-8,-4,12,-1,20,-3,3,10,3
O=C(NCC1CCCO1)Nc1ccc(Cl)cc1 (stereo not drawn),-1,0,8,3,-2,-2,1,-26,7

Marked active in S1P2 blocker, of those listed so far:
| Compound | EphB4 ephrin blk | LYP act | FAK blocker | S1P2 ag | PTPN22 inh 2 | S1P2 blocker | HIV Rev-RRE inh |
| --- | --- | --- | --- | --- | --- | --- | --- |
| CC(C)Cn1c(N)c(C(=O)COC(=O)CC23CC4CC(CC(C4)C2)C3)c(=O)n(C)c1=O | 1 | -4 | 0 | -2 | 3 | 59* | 9 |

Rows are unselected. Share with any hit: about 7%.
